High-throughput results deposited in PubChem BioAssay by National Center for Advancing Translational Sciences (NCATS).
ALOX12 inh = ALOX12 (human) lipoxygenase inhibition. P18054. purified 12hLO, xylenol orange hydroperoxide absorbance. Potency, µM (doses to about 108 µM), inactives show at the top dose activity change, negative = inhibition, most hits filed as inhibitors. 1.1% of 580,000 active. AID 1671190; active = well fitted inhibition curve with a large enough effect; inconclusive = small, poorly fitted or top-dose-only effect, or another doubt; inactive = no such curve, though single readings can be large or run the other way
Target sequence (P18054 whole entry, looked up): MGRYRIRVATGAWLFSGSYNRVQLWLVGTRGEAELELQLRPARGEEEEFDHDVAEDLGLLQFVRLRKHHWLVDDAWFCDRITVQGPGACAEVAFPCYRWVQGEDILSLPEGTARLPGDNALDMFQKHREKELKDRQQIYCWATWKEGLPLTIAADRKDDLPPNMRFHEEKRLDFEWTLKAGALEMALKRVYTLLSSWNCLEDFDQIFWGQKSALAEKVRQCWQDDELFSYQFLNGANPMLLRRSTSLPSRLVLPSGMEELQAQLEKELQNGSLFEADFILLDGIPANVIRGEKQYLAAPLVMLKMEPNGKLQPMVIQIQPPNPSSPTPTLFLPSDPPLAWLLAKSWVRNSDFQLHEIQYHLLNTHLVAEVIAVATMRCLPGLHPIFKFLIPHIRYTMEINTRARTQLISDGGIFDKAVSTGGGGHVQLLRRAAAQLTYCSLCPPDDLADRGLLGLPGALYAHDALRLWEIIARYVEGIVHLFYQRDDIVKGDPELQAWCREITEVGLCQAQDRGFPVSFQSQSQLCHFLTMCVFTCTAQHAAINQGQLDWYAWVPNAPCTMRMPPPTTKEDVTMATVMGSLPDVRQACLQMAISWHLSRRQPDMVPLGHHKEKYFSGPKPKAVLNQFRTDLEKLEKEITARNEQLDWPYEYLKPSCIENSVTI
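Hydroperoxide product was detected by ferrous iron/xylenol orange as the 573 to 405 nm absorbance ratio. Arachidonic acid at 40 uM (final) was turned over for 30 min at room temperature by 150 nM human 12hLO, pH 7.0 Hepes buffer, after 15 min compound preincubation.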
Starred values were filed as active, the others as inactive; ? = inconclusive; [ ] = another dose, or the depositor's remark. % is set by controls: 0 for no effect and ±100 for the full control effect; potency is the fitted concentration of half-maximal effect. Some of the compounds tested (hit frequency here may not be typical).

SMILES	ALOX12 inh
Cc1ccc(NC(=O)c2cc3ccc(O)cc3oc2=O)cc1	22.5%
COc1ccc(-c2cc3c(=O)n(CCNC(=O)c4ccc(OC)nc4)ccn3n2)cc1	36.8%[activator]
NC(=O)Cc1csc(NC(=O)CCc2ncc(-c3ccccc3Cl)o2)n1	-4.0%
CCn1nc(C)cc1C(=O)N1CCOC[C@H](Oc2cccnc2)C1	12.3%[176 µM]
COc1cccc(CSC(C(=O)O)c2ccccc2)c1 (stereo not drawn)	?
O=C1CO[C@H]2CN(Cc3ncc[nH]3)C[C@H]2N1Cc1ccc(F)cc1	57.2%[activator][176 µM]
Cc1ccccc1NC(=O)c1ncoc1-c1cccs1	22.3%
COc1ccc(NC(=O)c2ccc3c(c2)N(C(=O)c2ccc(F)cc2)CC3)c(C)c1	43.7%[activator]
COc1cc(Cl)c(C)cc1NC(=O)Cn1nc(-c2cccs2)oc1=O	65.1%[activator]
COc1ccc(N2CCC(N3CCC4(CCNCC4)C3)CC2)cc1	16.1%
O=c1oc2ccc(Br)cc2cc1-c1ccccc1	?
O=C(c1ccc2c(c1)nc1n2CCCCC1)N1CCN(c2ccccc2)CC1	?
Cc1ccc(C2(C(=O)NC(C)c3cnc(-c4ccncc4)nc3C)CC2)cc1 (stereo not drawn)	20.2%
Clc1ccccc1CNCc1ccc2c(c1)OCO2	?
COc1ccccc1-c1cnc(C(O)c2cc(Cl)cc(Cl)c2)[nH]1 (stereo not drawn)	-6.3%
O=C(O)Cn1ccc2cc(OCc3cccc(-c4cccc(C(F)(F)F)c4)c3)cnc21	?
CCOc1cc2c(cc1NC(=O)c1ccc(SC)cc1OC)OC(C)C2 (stereo not drawn)	3.1%
Cn1ccc2cc(-c3ccc4ncn(Cc5ccccn5)c(=O)c4n3)ccc21	26.8%[176 µM]
Cn1cnc(S(=O)(=O)N2c3ccccc3CC2c2noc(C3CCOCC3)n2)c1 (stereo not drawn)	72.3%[activator]
CCCN1CCN(C(=O)c2ccc(-c3ccc(N4CCCCC4)nc3)cc2)CC1	1.3%
Nc1ccn(C2OC(CO)C(O)C2F)c(=O)n1 (stereo not drawn)	-4.1%
CSc1ccccc1C(=O)Nc1c(C(C)C)cccc1C(C)C	-23.2%
O=C(NC1CCN(c2cc(-c3ccc(F)cc3)[nH]n2)C1)c1cccnc1 (stereo not drawn)	49.3%[activator]
CCOCc1ccc(CNC(=O)/C=C/c2ccco2)cc1	37.5%[activator]
CCOc1cc(CNCc2ccco2)ccc1OCc1ccccc1	-46.2%

Rewritten as comma-separated lines: entries from further up
Structure,ALOX12 inh
O=C(c1ccc2c(c1)nc1n2CCCCC1)N1CCN(c2ccccc2)CC1,?
COc1ccc(-c2cc3c(=O)n(CCNC(=O)c4ccc(OC)nc4)ccn3n2)cc1,36.8%[activator]

Next structures
SMILES	ALOX12 inh
Cc1ccc2nc(C)c(C(=O)N3CCN(c4ccccc4F)CC3)cc2c1	3.9%
CSCC(=O)N1C[C@@H](NC(=O)Nc2ccc(F)cc2F)C[C@H]1C(=O)N[C@H](Cc1ccccc1)C(N)=O	8.7%
CCn1nc(C(=O)OCC(=O)Nc2nc(-c3ccc(C)c(C)c3)cs2)c2ccccc2c1=O	-41.5%
Cc1nc2ccc3[nH]c(C)c(C)c3c2s1	4.2%
O=C(NCc1cccs1)C1Cc2c(-c3ccccc3Oc3ccccc3)ccnc2O1 (stereo not drawn)	?
O=C(c1cccc(F)c1F)N1CCOc2ccc(CN3CCN(c4ccccn4)CC3)cc2C1	0.2%
CC(C)c1cc(C(=O)Nc2cccc(C(F)(F)F)c2)nn1C1CCS(=O)(=O)C1 (stereo not drawn)	-16.4%
CN(c1ccccc1)S(=O)(=O)c1cc(C(=O)Nc2nnc(C3CC3)s2)ccc1Cl	17.4%
C=CC[N+]1(CC#Cc2ccccc2)CCOCC1	1.0%
Cc1noc(C)c1Cn1cc2c3c(cccc31)[C@H](CC(C)C)N[C@H](C(=O)N1CCOCC1)C2	24.5%
O=C(CC1=C2CCCCC2N(Cc2ccccc2)C1=O)N1CCc2ccccc2C1 (stereo not drawn)	-7.6%
COc1ccc(-c2[nH]nc3ncc(C(=O)N4CC(O)C4)nc23)c(C)c1	6.8%[176 µM]
CN1CCN(S(=O)(=O)c2cc3cc(F)ccc3oc2=O)CC1	2.8%
CCCN1C(=O)C(CC(=O)N2CCN(C)CC2)Sc2ncccc21 (stereo not drawn)	1.5%
COCC1CN(C(C)=O)CC12CCN(Cc1cccn1C)CC2 (stereo not drawn)	26.4%
O=C(Nc1oc2ccccc2c(=O)c1-c1ccc2c(c1)OCO2)c1ccc(F)cc1	58.5%[activator]
O=C(COc1ccccc1)NC1CC(=O)N(C2Cc3ccccc3C2)C1 (stereo not drawn)	3.7%
Cc1cccc(-c2[nH]ncc2C=O)c1	?
C[C@H]1CN([C@@H](C)CO)S(=O)(=O)c2ccc(Br)cc2O[C@H]1CN(C)Cc1ccccc1	-72.4%
CC(C)NC(=O)C1CCC(=O)N1C1CCN(C(=O)CCC2CCCC2)CC1 (stereo not drawn)	55.6%[activator]
O=C(NC1CC1)[C@@H]1CN(Cc2ccc(Br)cc2)C[C@H]1CO	8.2%
COCCO[C@H]1C(=O)N(C2CCN(Cc3cccc(OC)n3)CC2)[C@H]1c1ccncc1	39.7%[activator]
CC(=O)Nc1ccc(Cl)c(C(=O)N(C)Cc2sccc2C)c1	14.9%
CCN1C(=O)CCC2(C(=O)NC(C)C)CCCC=C12 (stereo not drawn)	27.8%
COCCNC(=O)C1COC2(CCN(C(=O)c3ccccc3F)CC2)N1C(=O)c1cccc(F)c1 (stereo not drawn)	37.4%

Looked up above.
Under ALOX12 inh, Cc1ccc(C2(C(=O)NC(C)c3cnc(-c4ccncc4)nc3C)CC2)cc1 (stereo not drawn) has the entry 20.2%
Under ALOX12 inh, O=C(Nc1oc2ccccc2c(=O)c1-c1ccc2c(c1)OCO2)c1ccc(F)cc1 has the entry 58.5%[activator]

Continued:
SMILES	ALOX12 inh
CC(C)c1ccc(S(=O)(=O)c2nnn3c2nc(N2CCOCC2)c2ccccc23)cc1	1.4%[6.33 µM]
OC[C@@H]1CN(Cc2cccc(F)c2)C[C@H]1c1nc(-c2ccncc2)no1	41.8%[activator]
CC(C)N1CCC(C)(C(=O)Nc2cccc3c2CCCC3)C1 (stereo not drawn)	-14.4%
COc1ccc(CN[C@H]2C[C@H]3C(=O)NC[C@@H](CCC(=O)NCc4ccccc4)N3C2)cc1	5.0%
Cc1cc(C(=O)N2CCC(c3noc(-c4ccncc4)n3)C2)nn1C (stereo not drawn)	30.3%[activator]
COc1ccc(-c2cc(C(=O)Nc3cc(OC)c(OC)c(OC)c3)[nH]n2)c(C)c1	7.1%
Cc1cc2cc(C(=O)N3CCN(c4ncccc4C#N)CC3)ccc2o1	29.2%
C/C(=N\OC(=O)c1cc(-c2ccc(C)c(C)c2)nc2ccccc12)c1ccc(C(C)(C)C)cc1	74.9%[activator]
COCc1noc([C@@H]2CN(Cc3cc(C)nn3C)C[C@H]2C(N)=O)n1	66.3%[activator]
CC(C)(C)CCN1CC(Oc2cccc(C(=O)N3CCCC3)c2)C1	23.0%
CCCCN(CC)C(=O)CSc1nc2ccsc2c(=O)n1-c1ccccc1	-5.0%
COc1cccc(-c2nc(N3CCOCC3)cc3c2CN(CC2CC2)C3=O)c1OC	17.2%[176 µM]
O=C1CC(c2ccc(Cl)cc2Cl)c2c(n3c(nc4ccccc43)[nH]c2=O)N1 (stereo not drawn)	-25.6%
O=C1CCN(S(=O)(=O)c2ccccc2)CCCC(C(=O)NC2CC2)CCN1 (stereo not drawn)	36.0%[activator]
CC[C@@H](Nc1ncnc2c1CN(C1CCNCC1)C(=O)CN2C)c1ccccc1	-13.3%[6.33 µM]
COCCNC(=O)C[C@@H]1c2nc(NC(=O)c3ccc(F)cc3)sc2C[C@@H]2[C@](C)(CO)[C@H](O)CC[C@]21C	-22.3%
COc1ccc(CNC(=O)C2(C)Cc3c(-c4cccc(C(N)=O)c4)ccnc3O2)cc1OC (stereo not drawn)	-13.1%
O=C(c1ccc(F)c(Cl)c1)N1CCC(Cc2nc(-c3cnccn3)no2)CC1	-4.4%
COc1ccc(CN2C[C@@H](CO)[C@H](NC(C)=O)C2)cc1Br	54.3%[activator]
Cc1cc(C2CCCN2C(=O)c2ccccc2)on1 (stereo not drawn)	50.2%[activator]
O=C(c1ccccc1F)N1CCCC(CN2CCOCC2)CC1 (stereo not drawn)	1.1%
CCOc1ccccc1NC(=O)C1CC(=O)Nc2nc3ccccc3n21 (stereo not drawn)	?
CC(C)Oc1ccc(/C(O)=C2\C(=O)C(=O)N(c3nccs3)C2c2ccc(C(C)C)cc2)cc1 (stereo not drawn)	?
CC(c1cccs1)N(C)Cc1ccccn1 (stereo not drawn)	76.4%[activator][176 µM]
CC(=O)N1CCc2cc(C(=O)C(C)n3nnc(-c4cccc(C(F)(F)F)c4)n3)ccc21 (stereo not drawn)	-24.5%

Nothing new here: 6 of the compounds above.
SMILES	ALOX12 inh
COc1ccc(CN2C[C@@H](CO)[C@H](NC(C)=O)C2)cc1Br	54.3%[activator]
Cc1cc(C2CCCN2C(=O)c2ccccc2)on1 (stereo not drawn)	50.2%[activator]
O=C(c1ccccc1F)N1CCCC(CN2CCOCC2)CC1 (stereo not drawn)	1.1%
CCOc1ccccc1NC(=O)C1CC(=O)Nc2nc3ccccc3n21 (stereo not drawn)	?
CC(C)Oc1ccc(/C(O)=C2\C(=O)C(=O)N(c3nccs3)C2c2ccc(C(C)C)cc2)cc1 (stereo not drawn)	?
CC(c1cccs1)N(C)Cc1ccccn1 (stereo not drawn)	76.4%[activator][176 µM]

Following part
SMILES	ALOX12 inh
CCOc1ccccc1Nc1nc2ccccc2nc1NS(=O)(=O)c1ccc(C)cc1	19.0%
CCOc1ccc(C2C=C(c3ccc(OC)cc3)Nc3ncnn32)cc1 (stereo not drawn)	?
Cc1ccc(NC(=O)Cn2c(N(C)Cc3ccccc3)nc(C)cc2=O)c(C)c1	6.6%
COc1ccccc1-c1ccc2c(c1)C(C)(Cc1ccccc1C#N)C(=O)N2 (stereo not drawn)	-0.6%
COc1ccc(OC)c(NC(=O)C(C)OC(=O)c2cccnc2)c1 (stereo not drawn)	-33.1%
O=C(O)CC[C@@H]1CN(CCn2cc(Cl)cn2)CC[C@@H]1N1CCOCC1	-12.2%
CN(CCCNC(=O)c1ccc2n[nH]nc2c1)Cc1ccccc1	4.4%
COc1cccc(-c2cnc3n[nH]c(-c4ccc(F)cc4C)c3n2)c1	27.3%[176 µM]
CCN(CC)C(=O)C1=C(C)N(Cc2ccc(C(C)(C)C)cc2)C(=O)C(CC(=O)NCCN2CCOCC2)C1 (stereo not drawn)	3.3%
CC(C)N(C)Cc1nnnn1CC(=O)NCC1CCCN(c2ncccn2)C1 (stereo not drawn)	3.6%
COc1cccc(C(=O)N2C(C(=O)NCC(C)C)COC23CCN(C(=O)c2ccccc2F)CC3)c1 (stereo not drawn)	-0.5%
CC(C)c1cc(C(=O)OCC(=O)NC2CC2)c(O)c(C(C)C)c1	-1.1%
Cc1ccccc1-c1nc2c3c(ncn2n1)Oc1cc(O)ccc1C3c1ccccc1 (stereo not drawn)	6.8%
CC(NC(=O)C(C)(Cl)Cl)C12CC3CC(CC(C3)C1)C2 (stereo not drawn)	-2.3%
CN(C)C(=O)c1ccnc(-c2nnc3ccc(N4CCCCC4)nn23)c1	2.2%[176 µM]
CC1=C[C@@H](CN2CCOCC2)[C@H](C(C)C)C[C@H]1Cc1nnc(-c2ccc(N(C)C)cc2)o1	?
O=C(Cc1ccccc1)N1CCC2(COc3ccncc3S(=O)(=O)N2)C1 (stereo not drawn)	10.1%[6.33 µM]
COc1cccc(CNC(=O)C(C)n2nc(-c3ccccc3)c3ccccc32)c1OC (stereo not drawn)	-5.0%
c1ccc(-c2noc(-c3cncnc3NC3CCc4ccccc43)n2)cc1 (stereo not drawn)	29.9%
C=CCN1CC2(CCC1=O)CCN(C(=O)NC(C)CC)CC2 (stereo not drawn)	18.7%
Cc1cccc(C(=O)Nc2sc(C)c(C)c2C#N)c1	58.3%[activator]
O=C1NCCC[C@@H]1NC(=O)[C@@H]1CN(C(=O)c2ccccc2)CCN1C(=O)c1cccc(F)c1	-40.9%
CCC1OC(C)Cc2[nH][nH]c(=O)c21 (stereo not drawn)	?
Cc1cc2n(n1)CCC(=O)N2Cc1ccc(C(=O)NCc2cccs2)cc1	7.9%
Cc1cccc(CN2CCN(S(=O)(=O)c3cnn(C)c3)CC2)c1	12.9%
The list goes on.
SMILES	ALOX12 inh
COCC(=O)N1CCC(c2nc3ccccc3[nH]2)CC1	14.5%
Nc1c(C(=O)NC2CCCCC2)nnn1-c1ccccc1	23.9%
CC1CCc2c(-c3ccccc3O)nc3ccc4ccccc4c3c2C1 (stereo not drawn)	-4.0%
CCN(CC)CCN=c1c(C)nc(C#N)c(N)n1O	18.4%
C=C1C(=O)[C@]23C[C@H]1CCC2[C@@]1(C)C(C[C@@H]3O)[C@](C)(C(=O)OC)CC[C@@H]1OC(C)=O (stereo partly drawn)	-3.6%
CCOC(=O)CCN(C)Cc1cccc(OC)c1OC	8.8%
Cc1ccn(CCC(=O)N2CC(=O)N(C3CCCCC3)CC(OCc3ccccc3)C2)n1 (stereo not drawn)	94.9%[activator]
COc1cccc(C(Nc2ncc(C(F)(F)F)cc2Cl)c2nccn2C)c1 (stereo not drawn)	15.5%

Retrieved by structure from the list above (2):
SMILES	ALOX12 inh
CCN(CC)CCN=c1c(C)nc(C#N)c(N)n1O	18.4%
COc1cccc(C(Nc2ncc(C(F)(F)F)cc2Cl)c2nccn2C)c1 (stereo not drawn)	15.5%
